# Screening data (PubChem BioAssay)
# CAL PDZ FP: blocks peptide binding to the human CAL PDZ domain | purified CAL PDZ, TMR-peptide fluorescence polarization, 1 h | Q9HD26 | AID 602252 | inhibition, % at 24.9 µM | 300,000 compounds, 0.92% hits;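 active = mean inhibition of at least 30% with at least half of replicates also reaching 30%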;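 note: 0% = DMSO neutral control and 100% = excess unlabeled competitor peptide PRC23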
# OPRM1-OPRD1 inv: mu-delta opioid heterodimer inverse agonism; inhibition, % at 9.3 µM; 340,000 compounds, 0.21% hits; AID 504357; cell-based MOR-DOR heterodimer luminescence; P35372+P41143; in the data active = inhibition above about 22%, passing the limit was not always enough;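 note: 0% = cells with DMSO and 100% = wells without cells with DMSO; values of inactives mirror those of a sister screen read the other way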
# Target sequence (P35372 whole entry, looked up): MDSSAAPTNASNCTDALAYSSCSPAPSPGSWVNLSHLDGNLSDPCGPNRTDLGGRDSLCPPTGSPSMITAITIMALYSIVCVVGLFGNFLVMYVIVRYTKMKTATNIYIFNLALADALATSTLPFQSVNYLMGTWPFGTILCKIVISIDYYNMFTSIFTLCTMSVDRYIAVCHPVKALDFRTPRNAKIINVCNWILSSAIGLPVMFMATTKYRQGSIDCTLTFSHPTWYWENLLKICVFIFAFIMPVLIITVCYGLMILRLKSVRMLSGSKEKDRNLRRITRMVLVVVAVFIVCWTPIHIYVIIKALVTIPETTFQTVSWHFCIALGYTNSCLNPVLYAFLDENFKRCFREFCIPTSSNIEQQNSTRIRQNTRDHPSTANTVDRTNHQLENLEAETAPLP
# Target sequence (P41143 whole entry, looked up): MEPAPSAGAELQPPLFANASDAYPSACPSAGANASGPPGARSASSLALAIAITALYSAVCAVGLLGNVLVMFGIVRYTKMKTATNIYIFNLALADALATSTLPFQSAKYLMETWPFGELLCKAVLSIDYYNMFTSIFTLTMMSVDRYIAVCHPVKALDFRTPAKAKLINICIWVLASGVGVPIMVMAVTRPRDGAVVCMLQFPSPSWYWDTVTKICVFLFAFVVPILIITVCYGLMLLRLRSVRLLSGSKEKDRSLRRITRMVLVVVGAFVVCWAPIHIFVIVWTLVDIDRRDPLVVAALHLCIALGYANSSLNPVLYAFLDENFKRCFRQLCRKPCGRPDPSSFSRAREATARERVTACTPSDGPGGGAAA
# HTR5A inv ag: counter-screen for OPRM1-OPRD1 inverse agonists: human HTR5A inverse agonism. HTR5A cell line, luminescence. inhibition, % at 9.3 µM. 340,000 compounds, 0.083% hits. AID 504634; in the data active = inhibition mostly above about 23%, no sharp cut-off; inactive = mostly below about 18%;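 note: 0% = cells with DMSO and 100% = no-cell wells with DMSO; some compounds called inactive have numbers as strong as hits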
# MOR-DOR ag: agonists of human mu-delta opioid receptor heterodimerization | cells, OPRM1-OPRD1 heterodimerization, luminescence | activation, % at 9.3 µM | 340,000 compounds, 0.3% hits | AID 504326; in the data active = activation above about 18%;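 note: 0% = vehicle-treated cells and 100% = reference agonist; values of inactives mirror those of a sister screen read the other way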
# Keap1 Nrf2 FP: Keap1-Nrf2 (human) interaction inhibition; Keap1 Kelch-Nrf2 peptide fluorescence polarization, 1536-well; inhibition, % at 9.4 µM; 340,000 compounds, 0.15% hits; AID 504523; in the data active = inhibition above about 12%;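 note: human Keap1 Kelch domain with fluorescein labeled Nrf2 9mer peptide probe; 0% = neutral control wells and 100% = peptide positive control; higher means more block of Keap1 binding to Nrf2 peptide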
# RTF Ca sens act: increases calcium sensitivity of human cardiac regulated thin filaments | P19429+P45379 | AID 493008 | activation, % at 7.2 µM | 340,000 compounds, 0.24% hits | IANBD-labeled TnC RTF fluorescence at EC20 calcium; 0% EC20 calcium, 100% full calcium;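 active = activation above the mean over all tested compounds plus 3 SD, cut at about 30% in these data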;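 note: rise in fluorescence read as greater calcium sensitivity of cardiac thin filaments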
# V-ATPase pH: yeast V-ATPase proton transport regulation by pHLuorin; AID 504577; response, % at 10 µM; 350,000 compounds, 0.37% hits; S. cerevisiae, pHLuorin cytosolic pH fluorescence; in the data active = response mostly above about 7.3%, no sharp cut-off; inactive = mostly below about 5.4%; note: actives read high; inactives centre near 0; some compounds called inactive have numbers as strong as hits; reference of the scale not given here
# HTR5A ag ctr: counter-screen for OPRM1-OPRD1 agonists: human HTR5A agonism | P47898 | HTR5A agonist assay, luminescence, cell-based | activation, % at 9.3 µM | 340,000 compounds, 0.61% hits; in the data active = activation mostly above about 9.5%, no sharp cut-off; inactive = mostly below about 7.6%;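 note: 0% = cells with vehicle only and 100% = reference agonist; strong numbers were not always called active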
# LANA DNA inh: inhibitors of KSHV LANA C-terminal domain DNA binding | MBP-C-LANA/FAM-LBS DNA binding, fluorescence polarization | inhibition, % at 9 µM | 340,000 compounds, 0.078% hits | AID 504423;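 active = highest replicate inhibition at or above 60% at 9 µM, even if other replicates fall short; inactive = all replicates below 60% inhibition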;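 note: 0% = neutral control wells and 100% = 4 µM acridine orange control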
# Cardiac RTF inh: cardiac RTF calcium desensitization; AID 493244; IANBD-labeled cardiac RTF, Ca2+ fluorescence; P19429+P45379; 340,000 compounds, 0.12% hits; inhibition, % at 7.15 µM;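 active = inhibition above the mean inhibition of all tested compounds plus 3 SD, cut at about 17% in these data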;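 note: assay run at fixed EC70 calcium of 1.6 mM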
# * = called active by the depositor; nt = no result given.
no.	Compound	CAL PDZ FP	OPRM1-OPRD1 inv	HTR5A inv ag	MOR-DOR ag	Keap1 Nrf2 FP	RTF Ca sens act	V-ATPase pH	HTR5A ag ctr	LANA DNA inh	Cardiac RTF inh
1	Cc1ccc(Cl)c(OCCCCN(C)Cc2ccccc2)c1	nt	-29	-19	6.0	-4	4	1	8	0.8	-8
2	C[C@]12c3[nH]c4ccccc4c3CCN1C(=O)C(CC(=O)NCc1ccco1)C[C@@H]2C(=O)N1CCCCC1 (some centres not stated)	3	1	5	-0.2	6	-2	1	-1	-0.9	1
3	COC(=O)c1ccc(Oc2c(C(F)(F)F)oc3c(CN4CCN(C)CC4)c(O)ccc3c2=O)cc1	-3	12	-13	-2.2	-3	2	-3	1	0.9	-3
4	COc1ccc(/C=N/Nc2c(Cl)cc(Cl)cc2Cl)cc1CN1CCOCC1	-2	-138	-20	31*	-2	-5	-1	-1	-0.5	-3
5	CCC1CCc2c(sc(NC(=O)c3ccco3)c2C(N)=O)C1 (configuration not stated)	-3	-3	-9	0.6	0	-3	2	6	-3.4	16
6	Cc1c(C(=O)N2CCN(c3ccc(C(F)(F)F)cn3)CC2)oc2ccccc12	3	-17	-42	2.8	-1	-1	-1	-5	0.3	3
7	CN(C[C@H](Cc1ccccc1)N(C[C@H](CC1CCCCC1)N(CCc1ccccc1)N=O)N=O)N=O	0	13	-27	-2.2	-5	-1	3	9	1.0	4
8	Cc1ccc(C(=O)CC2(O)C(=O)N(C)c3ccccc32)o1 (configuration not stated)	nt	15	-25	-2.9	0	-6	1	9	0.8	-4
9	Cc1ccc(-n2c(-c3ccncc3)n[nH]c2=S)cc1	8	-3	-6	0.6	-3	0	-4	2	-0.5	-12
10	O=C(CSc1nc2ccccc2s1)NC1CCCc2ccccc21 (configuration not stated)	-2	-12	5	2.2	0	6	-3	-1	-1.7	2
11	CSc1nnnn1-c1c(C)cccc1C	-18	10	-16	-2.0	-1	6	0	4	-2.0	-6
12	CCN(CC)S(=O)(=O)c1ccc(-c2nnc(SCC(=O)N3c4ccccc4CC3C)n2CC)cc1 (configuration not stated)	-3	10	2	-2.0	-2	-4	1	-1	0.2	-1
13	Cn1ccnc1SCC(=O)Nc1ccc([N+](=O)[O-])cn1	-3	12	9	-2.3	-1	-3	0	11	0.0	-10
14	COCc1cc(=O)[nH]c(/N=C(\N)Nc2ccccc2C)n1	-3	4	7	-0.7	-5	3	-4	-2	2.3	-6
15	CCCn1nc(NS(=O)(=O)c2cccc3nonc23)c2cc3cccc(C)c3nc21	0	14	16	-2.7	1	-7	1	0	-0.7	-2
16	O=C(CSc1ccc(Cl)cc1)c1ccco1	1	-4	-8	0.7	-3	1	-2	3	3.8	-1
17	CCCN1CCC(=O)N([C@H](CN=[N+]=[N-])Cc2ccccc2)CC1	-4	12	-2	-2.2	-1	-2	8	-1	0.0	-24
18	COc1cccc(NC(=O)CN2C(=O)NC(C)(C3CC3)C2=O)c1 (configuration not stated)	nt	4	8	-0.9	-8	-5	-4	-3	1.2	3
19	O=C(CNC(=O)C1COc2ccccc2O1)N/N=C\c1ccc(Cl)cc1 (configuration not stated)	0	3	14	-0.6	-2	5	2	8	0.7	-1
20	COc1cccc(C(=O)NCC(=O)OC(C)C(=O)NC23CC4CC(CC(C4)C2)C3)c1 (configuration not stated)	nt	7	-11	-1.5	-2	-3	-2	3	0.2	7
21	COc1cc(Cn2c(=O)oc3ccc(C)cc32)ccc1OC(C)C	1	0	1	-0.1	-1	11	3	4	-2.2	-15
22	CN(c1cccc2cccnc12)S(=O)(=O)c1ccccc1	-5	4	4	-0.5	1	-8	1	-2	-0.2	-21
23	CCC(=O)NNC(=S)NC(=O)c1ccc(C)cc1	0	-1	8	0.1	-2	0	1	-3	2.3	-5
24	CCCC(C)NC(=O)Cn1c(=O)c2c(ncn2CCC(C)C)n(Cc2ccccc2)c1=O (configuration not stated)	-2	-4	-1	0.5	-1	0	1	2	-0.4	-17
25	CCOC(=O)n1c(=O)n(C)c2ccc(Br)cc21	-1	11	-9	-2.2	2	1	-1	3	2.0	-4
26	Cc1c(C(=O)COC(C)(C)C)[nH]c2ccccc12	nt	1	-13	-0.3	5	-2	0	3	1.8	-4
27	Cc1ccccc1-c1cc(C(=O)NCc2cccc(Br)c2)nn1CC1CC(c2cccc([N+](=O)[O-])c2)=NO1 (configuration not stated)	1	14	-16	-2.5	-2	3	-1	0	0.0	0
28	O=C(Cn1c(=O)n(Cc2ccco2)c(=O)c2c3c(sc21)CCCCC3)Nc1ccccc1	0	-3	9	0.6	-3	-6	-3	3	-0.2	1
29	COc1ccccc1C1(CC(=O)O)CCOC(C(C)C)C1 (configuration not stated)	5	6	-5	-1.4	-2	-3	-4	2	-0.6	4
30	COCCn1c(SC(C(=O)Nc2cc(C)ccc2OC)c2ccccc2)nnc1-c1ccc(Cl)cc1 (configuration not stated)	0	11	-3	-1.8	-2	-5	1	0	-0.4	2
31	Cc1noc(C)c1S(=O)(=O)N1CCC(C(=O)Nc2ccc(OC(F)(F)F)cc2)CC1	-16	-54	-52	9.7	4	-2	-3	3	0.5	5
32	O=C(CSc1nc2ccccc2c(=O)n1CCC(=O)N1CCN(c2ccccc2)CC1)NCC1CCCO1 (configuration not stated)	-1	12	-5	-2.5	-3	0	1	-2	0.6	-8
33	O=C(COC(=O)c1ccccn1)Nc1nc(-c2ccccc2)cs1	-2	9	-14	-1.4	0	7	0	-4	-1.1	8
34	COc1ccccc1NCC(=O)N/N=C/c1cccnc1	-5	-2	3	0.4	0	-5	-2	0	-1.0	-6
35	CC(=O)Nc1ccc(S(=O)(=O)N2CCN(CCN3CCOCC3)CC2)cc1Cl	-1	11	-29	-2.2	1	0	-2	-1	0.9	-1
36	O=S(=O)(c1ccc(Br)s1)n1cccn1	nt	2	9	-0.3	-3	1	3	-4	0.0	-6
37	O=C(COC(=O)/C=C/c1ccccc1)NCCc1ccc(F)cc1	nt	9	12	-1.7	-4	8	-26	-3	-1.1	-1
38	O=C(CN(c1ccccc1)S(=O)(=O)c1ccccc1)N/N=C/c1ccco1	-9	15	5	-2.5	-3	2	1	-2	0.5	-4
39	O=C(C1=C(O)C(=O)N(CCCn2ccnc2)C1c1cccc(Br)c1)c1ccco1 (configuration not stated)	-3	17	22	-5.3	-2	-9	1	-1	2.4	-4
40	Cc1ccccc1NC(=O)CSc1nnc(-c2ccco2)n1N	-2	3	-6	-0.5	3	3	-2	3	-1.2	-3
41	CC1CCCCN1C(=S)NC(=O)c1cc(Br)ccc1Cl (configuration not stated)	-5	8	18	-1.9	-5	-2	3	-7	-1.6	-4
42	Clc1ccccc1CSc1nnc([C@@H]2CCCN2)o1	0	0	0	0.0	-3	-8	-5	0	-1.8	0
43	COc1cc(OC)cc(-c2nnc(SCC(=O)Nc3ccc(C(=O)O)cc3)s2)c1	-5	9	3	-1.8	-4	0	-2	-1	0.3	-5
44	COc1ccc(CNC(=O)CN2C(=O)NC(Cc3ccccc3)(c3ccccc3)C2=O)cc1OC (configuration not stated)	nt	13	7	-3.3	-5	1	-2	5	0.6	-9
45	CCOc1ccccc1NS(=O)(=O)c1cccc2nsnc12	-1	2	-6	-0.4	-1	2	5	0	0.4	-15
46	COc1ccc(Cl)cc1C(=O)NNC(=O)c1cc2ccccc2o1	1	3	4	-0.9	-1	3	-5	6	42	-2
47	CCN(CC)S(=O)(=O)c1ccc(NC(=O)CSc2cccc[n+]2[O-])cc1	nt	2	-3	-0.3	-2	0	-1	0	0.5	-5
48	C/C(=N\NC(=O)c1cc(-c2ccc(C)s2)[nH]n1)c1ccco1	-2	-15	1	2.2	-1	-1	1	-1	-1.2	-14
49	CCCc1[nH]nc2c1C(Cc1ccccc1)C(C#N)=C(N)O2 (configuration not stated)	-1	10	6	-2.0	1	-2	6	-1	2.7	-11
50	CCOC(=O)N1CCN(CC(=O)Nc2c(C(=O)OC)[nH]c3ccccc23)CC1	1	5	10	-0.9	4	-1	-4	-4	-8.1	-3
51	COc1ccc(S(=O)(=O)N2CCCC(C(=O)NCc3ccc4c(c3)OCO4)C2)cc1 (configuration not stated)	4	12	7	-2.4	-3	-1	-6	-4	-0.7	-2
52	COc1ccc(C2C(C#N)C(C#N)N3CCCN23)cc1 (configuration not stated)	-3	9	4	-1.7	-5	1	1	-2	1.5	-4
53	CCn1c(CSCc2ccc(F)cc2)nnc1SCC(=O)N1CCN(c2ccccc2)CC1	-1	-10	-27	1.7	-3	8	nt	-4	-0.3	1
54	COc1cccc(CN(CC2CCCO2)C(=O)c2cc3ccccc3oc2=O)c1 (configuration not stated)	-10	12	-7	-2.6	0	4	5	3	-0.2	-3
55	Cc1cccc(C(=O)NCC(=O)NCC(c2ccco2)N2CCCCC2)c1 (configuration not stated)	-7	18	-2	-3.4	-2	3	4	3	-0.6	-6
56	CCC1CCCCN1C(=O)c1cc2c(=O)n3cccc(C)c3nc2s1 (configuration not stated)	-1	-9	-17	1.1	0	-2	-3	1	0.4	0
57	CC(=O)Nc1ccc(S(=O)(=O)N(C)CC(=O)NNC(=O)Cc2nc3ccccc3n2C)cc1	-6	12	-11	-2.6	-4	3	-1	3	0.7	1
58	COc1ccc(NC(=O)COC(=O)CCCC2=NS(=O)(=O)c3ccccc3N2)cc1	-1	13	17	-2.6	-5	-5	-2	3	-1.4	-10
59	Cc1ccc(NCc2ccncc2)c(Br)c1	-1	1	10	-0.3	0	5	4	-4	1.3	-5
60	Cc1cc(C)n(-c2nc(N(c3ccccc3)c3ccccc3)nc(-n3nc(C)cc3C)n2)n1	nt	11	-5	-2.0	2	6	-2	0	-0.6	1

# New compounds follow
no.	Compound	CAL PDZ FP	OPRM1-OPRD1 inv	HTR5A inv ag	MOR-DOR ag	Keap1 Nrf2 FP	RTF Ca sens act	V-ATPase pH	HTR5A ag ctr	LANA DNA inh	Cardiac RTF inh
61	CCn1c(SCC(=O)Nc2ccccc2F)nnc1-c1ccoc1C	2	12	4	-1.8	2	-5	4	-2	1.1	-10
62	Cc1ccccc1-c1ccccc1CN1[C@@H](C(C)C)COCCS1(=O)=O	1	-28	-8	5.9	-5	-2	8.8*	2	4.0	-4
63	O=C(c1ccc2[nH]c(=O)c(=O)[nH]c2c1)N1CCN(c2ccccc2)CC1	6	11	3	-2.1	-5	-6	0	1	-1.2	-3
64	C=CCNCCCCOc1cccc(Br)c1	-2	-12	-7	1.6	-9	-4	-2	2	-0.8	6
65	Cc1cc(S(=O)(=O)N2CCN(c3ncccn3)CC2)ccc1-n1cnnn1	-3	10	-18	-1.6	3	1	3	0	0.0	-6
66	CCCCCCNC(=O)CCNC(=O)c1cc(OC)c(OC)c(OC)c1	0	5	11	-1.0	-8	-2	-2	-1	1.8	-3
67	COc1ccc(-c2cc3ccccc3s2)cc1[C@H]1[C@H]2C=CC[C@@H](C)[C@@H]2C(=O)N1Cc1ccccc1	-7	19	7	-4.2	-5	-1	2	7	0.1	0
68	Cc1cc(NC(=O)/C=C/c2ccco2)ccc1NC(=O)c1ccccc1	4	14	7	-2.8	-2	-3	-5	-3	-0.1	-4
69	C/C(=N\OCC(=O)NC12CC3CC(CC(C3)C1)C2)c1cc2ccccc2o1	-3	-22	21	3.2	-3	-7	-1	-7	0.1	-6
